Screens from PubChem.
Tat transport: E. coli Tat transport inhibition; inhibition, % at 10 µM; E. coli MC4100 TorA-mCherry Tat export, fluorescence; actives 0.036% (n = 340,000);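 active means mean replicate inhibition at least 50% and at least half of replicates individually reaching 50%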;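 further: exported cargo escapes ClpAP degradation while cytoplasmic cargo is degraded and loses fluorescence; 0% = median of neutral control wells and 100% = median of NaSCN control wells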
phage Ecoli inh: E. coli growth loss with phage present | growth absorbance | inhibition, % at 11.9 µM | actives 0.26% (n = 360,000); in the data active means inhibition above about 11%
MOR-DOR ag: OPRM1-OPRD1 heterodimerization agonism; actives 0.3% (n = 340,000); activation, % at 9.3 µM; cells, luminescence; P35372+P41143; in the data active means activation above about 18%;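 further: 0% = vehicle-treated cells and 100% = reference agonist; values of inactives mirror those of a sister screen read the other way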
OPRM1-OPRD1 inv: inverse agonists of human mu-delta opioid receptor heterodimerization; P35372+P41143; cell-based MOR-DOR heterodimer luminescence, inverse agonism; inhibition, % at 9.3 µM; actives 0.21% (n = 340,000); AID 504357; in the data active means inhibition above about 22%, passing the limit was not always enough;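 further: 0% = cells with DMSO and 100% = wells without cells with DMSO; values of inactives mirror those of a sister screen read the other way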
PKA-R1A activ: activators of PKA-R1A complex. P00514+P68181. PKA-R1A dissociation, Cy5-IP20 fluorescence polarization; scaled: DMSO 0%, 113 µM cGMP 100%. activation, % at 11.4 µM. actives 0.083% (n = 340,000). AID 504707;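 active means percent activation above the mean of all tested compounds plus 3 SD, cut at about 19% in these data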;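 further: higher means more PKAc released from R1A so a rise in polarization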
HTR5A inv ctr: HTR5A inverse agonism, opioid heterodimer counter-screen | P47898 | HTR5A cell line, luminescence | inhibition, % at 9.3 µM | actives 0.083% (n = 340,000); in the data active means inhibition mostly above about 23%, no sharp cut-off; inactive means mostly below about 18%;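 further: 0% = cells with DMSO and 100% = no-cell wells with DMSO; some compounds called inactive have numbers as strong as hits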
Target sequence (P47898 whole entry, looked up): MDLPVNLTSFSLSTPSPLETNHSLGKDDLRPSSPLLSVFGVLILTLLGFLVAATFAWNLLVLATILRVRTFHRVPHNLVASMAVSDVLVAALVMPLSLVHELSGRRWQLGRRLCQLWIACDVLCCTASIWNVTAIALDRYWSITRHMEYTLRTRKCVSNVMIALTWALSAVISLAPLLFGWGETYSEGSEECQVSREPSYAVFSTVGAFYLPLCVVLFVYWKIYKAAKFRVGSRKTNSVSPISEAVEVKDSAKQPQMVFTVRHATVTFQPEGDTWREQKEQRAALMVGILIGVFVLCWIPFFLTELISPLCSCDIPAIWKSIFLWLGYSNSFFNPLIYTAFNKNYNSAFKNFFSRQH
PfHsp90 set2: inhibits growth of yeast expressing Plasmodium falciparum Hsp90 | S. cerevisiae expressing PfHsp90, BacTiter-Glo ATP, 48 h; yeast lacking PDR1 and PDR3 efflux regulators | inhibition, % at 9.4 µM | actives 0.32% (n = 310,000);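 active means every replicate shows inhibition above about 80%, whatever the replicate mean, limit read from the data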;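 further: 0% = DMSO neutral controls and 100% = 20 µM radicicol positive controls; yeast relying on Plasmodium falciparum Hsp90 in place of its own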
Mot1-301 SUMO: blocks SUMOylation pathway, rescuing yeast Mot1-301 growth. S. cerevisiae Mot1-301 growth rescue, ATP luminescence, 38.5C; percent above DMSO median, 100 means doubled. growth rescue, % at 18.8 µM. actives 1% (n = 320,000);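 active means every valid replicate shows activation above 250% relative to neutral control wells; inactive means the rest, any valid replicate at or below 250%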;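 further: OY570 slx delta 5 strain wells were the positive control but not used for scaling; some compounds called inactive have numbers as strong as hits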
AddAB inh: less growth of phage-infected E. coli with AddAB; AID 435030; E. coli expressing H. pylori AddAB, absorbance growth; actives 0.29% (n = 330,000); inhibition, % at 11.9 µM; in the data active means inhibition above about 12%;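 further: 0% = vehicle wells of infected cells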
PKA-R2B act: PKA-R2B complex activation. AID 504700. P22694+P31323. activation, % at 11.4 µM. actives 0.079% (n = 340,000). PKA-R2B holoenzyme dissociation, Cy5-IP20 fluorescence polarization; R2B truncated from residue 108, S112A mutant; 0% DMSO only, 100% 113 µM cGMP;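 active means activation above a cutoff set at the mean over all compounds plus 3 SD, cut at about 18% in these data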;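 further: higher means more holoenzyme dissociation and a rise in polarization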
Target sequence (P31323 whole entry, looked up, other chains not shown, the tested form may be a part): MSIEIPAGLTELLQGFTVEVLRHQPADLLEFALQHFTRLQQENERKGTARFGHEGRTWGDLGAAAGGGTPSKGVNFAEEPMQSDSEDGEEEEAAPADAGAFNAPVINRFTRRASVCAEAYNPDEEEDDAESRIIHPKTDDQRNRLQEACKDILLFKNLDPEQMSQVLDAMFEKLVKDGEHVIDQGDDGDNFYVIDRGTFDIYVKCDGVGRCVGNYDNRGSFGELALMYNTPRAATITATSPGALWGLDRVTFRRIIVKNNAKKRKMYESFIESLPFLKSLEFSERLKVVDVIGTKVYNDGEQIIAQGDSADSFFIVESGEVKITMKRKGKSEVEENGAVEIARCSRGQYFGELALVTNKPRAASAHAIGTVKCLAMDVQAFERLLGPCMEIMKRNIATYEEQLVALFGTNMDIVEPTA
Ecoli viability: counter-screen for AddAB inhibitors: E. coli growth inhibition; AID 449728; E. coli V3065 growth, OD600 absorbance, 18 h; inhibition, % at 11.9 µM; actives 0.27% (n = 330,000);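 active means inhibition above the campaign's mean inhibition across all tested compounds plus 3 SD, cut at about 9.9% in these data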;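 further: uninfected addAB+ strain grown without phage in ampicillin broth; 0% = DMSO wells and 100% = ciprofloxacin 0.95 µg/ml wells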
Active calls of the source: *; x = not tested or not shown.

compound	Tat transport	phage Ecoli inh	MOR-DOR ag	OPRM1-OPRD1 inv	PKA-R1A activ	HTR5A inv ctr	PfHsp90 set2	Mot1-301 SUMO	AddAB inh	PKA-R2B act	Ecoli viability
COc1ccccc1N1CCN(Cc2cc(=O)c(OCC#N)co2)CC1	3	-0.5	-1.8	9	10	21	-25	-20	1.3	4	-2.9
C=CCn1c(-c2ccccc2[N+](=O)[O-])n[nH]c1=S	-1	5.1	-0.7	4	8	7	11	-8	2.1	-7	-0.7
CCn1c(SCc2cccc(C(=O)O)c2)nnc1-c1ccccc1	9	2.0	1.2	-7	3	17	0	3	3.7	-7	0.7
COC(=O)c1sccc1NC(=O)Nc1cc(OC)ccc1OC	0	2.0	-0.5	3	11	-13	-14	6	x	-2	x
N#CCCN(C(=O)Nc1ccc(Cl)c(Cl)c1)c1ccccc1	4	1.6	0.8	-4	9	-17	2	16	1.8	0	-1.2
O=C(NCc1ccc2c(c1)OCO2)Nc1ccc(F)cc1	-10	3.9	-1.4	10	-5	-7	21	-3	-3.0	5	-1.9
Cc1cc(C)n(-c2ccc(C(=O)Nc3cccnc3)cc2)n1	3	2.7	-2.9	15	14	-24	-3	7	0.3	-7	-1.0
O=C(Nc1cccc(S(=O)(=O)N2CCCCC2)c1)C1CC1	-3	2.8	-3.1	12	-8	13	-6	-11	-1.5	-5	-1.9
Cc1ccc2[nH]c(C(=O)O)c(NC(=O)[C@@H]3C[C@@H]3c3ccccc3)c2c1	9	-1.2	-0.2	1	-6	11	4	217	0.9	0	-0.4
Cc1ccc(S(=O)(=O)N2CCN(C(=O)c3cccs3)CC2)cc1	-3	3.7	-2.5	13	2	0	2	-5	1.2	9	-0.4
CCOc1ccc(NC(=O)CN2CCN(CC(=O)Nc3ccc(F)c(F)c3)CC2)cc1	-2	2.9	0.7	-3	13	-5	-85	842	1.4	1	-2.1
COc1ccc(-n2c(SC(CN3CCCCC3)CN3CCCC3=O)nc3ccccc3c2=O)cc1 (centres undefined)	6	0.9	-1.3	7	0	10	6	-18	2.1	-9	-0.5
COCCNC(=O)CN(C(=O)CCC(=O)Nc1ccccn1)c1ccc(C)c(C)c1	-4	0.4	-0.9	5	-1	24	9	1	1.9	-14	-0.6
COC(=O)c1c[nH]c2c1-c1cc(C(=O)OCc3ccccc3)n(S(=O)(=O)c3ccc(C)cc3)c1C(=O)C2=O	-1	0.8	13	-57	1	-2	14	x	x	8	x
CCCOc1ccc(CNC(=O)C2CCN(C(=O)N3CCOc4ccccc43)CC2)cc1	-5	-0.9	-0.7	4	-4	-8	16	37	-0.3	-7	-2.0
CCC(=O)N1CCN(c2nc(-c3ccc(Cl)cc3)cs2)CC1	5	2.5	0.9	-5	-5	10	-10	1	0.6	-8	0.6
CCn1c(SCC(=O)N2CCOCC2)nnc1-c1ccco1	-3	0.9	-1.8	10	-4	7	-7	-16	2.1	7	0.4
CC[C@]12c3[nH]c4ccc(Cl)cc4c3CCN1C(=O)[C@@H](CC(=O)NCCN1CCOCC1)C[C@@H]2C(=O)N1CCN(C(=O)c2ccco2)CC1	-6	-1.7	-3.8	19	-5	9	23	x	-0.4	-6	-1.1
C=CCn1c(-c2cccc(OC)c2)nc2nc3ccccc3nc21	1	2.3	-4.4	22	-5	-20	-87	28	1.9	-2	-2.0
CCOc1ccc2nc(NC(=O)C3CCCN(S(=O)(=O)c4cccc5nonc45)C3)sc2c1 (centres undefined)	-5	-1.2	1.7	-9	4	9	-24	-10	1.3	-12	-2.2
CCOc1ccccc1NC(=O)N1CCCC1C(=O)Nc1nnc(CC)s1 (centres undefined)	-4	2.3	-0.8	5	-1	-7	-7	-10	1.5	7	-1.7
COc1cccc(NC2=NCC(=O)N2Cc2cccs2)c1	-6	4.1	-1.0	6	-2	21	-25	-1	-1.1	-1	-0.6
OCCN1CCN(CCO)C1=S	0	3.5	-3.5	18	-5	13	15	x	x	5	x
COc1ccc(N(C(C)C(=O)NCc2ccco2)S(C)(=O)=O)cc1 (centres undefined)	-8	0.6	-0.3	2	2	-19	9	x	-0.8	3	-0.2
CCn1c(SCC(=O)NC2CCCCC2)nc2c(c1=O)SC(C)C2 (centres undefined)	9	0.8	-3.0	15	-8	1	11	2	1.3	1	-2.1
COc1ccc(/C=N/NC(=O)CC(=O)N/N=C/c2ccc(OC)cc2)cc1	-3	1.3	1.8	-13	-10	3	3	5	1.3	-3	-1.0
CCn1nc(NC(=O)c2ccccn2)c2cc3cccc(C)c3nc21	8	2.2	-2.4	10	7	6	5	-7	1.7	-5	-1.1
O=C(COC(=O)CCc1ccccc1)NCc1ccc2c(c1)OCO2	-12	2.6	-2.1	11	6	3	x	13	0.1	-9	1.9
COc1ccc(Cn2c(/C=C/c3ccccc3)nc3ccccc32)cc1	9	1.6	0.0	0	-5	9	x	x	1.3	-4	1.1
CC(C)NC(=O)CC1C(=O)N(Cc2ccccc2)C(C)c2nc3ccccc3n21 (centres undefined)	-7	1.1	x	x	-4	x	-8	x	-0.1	0	-2.3
CCn1ncc(C2C(C(=O)Nc3ccc(C)cn3)=C(C)NC3=C2C(=O)CCC3)c1C (centres undefined)	1	3.5	-1.6	10	0	7	11	-17	2.5	15	0.2
Cc1ccc(S(=O)(=O)N(CCC#N)CCN2CCCC2)cc1	5	0.5	-1.8	10	4	2	-7	8	4.2	9	-0.4
O=S1(=O)CC(O)C(NCc2cccnc2)C1 (centres undefined)	2	0.3	1.6	-9	-5	7	5	82	0.4	-7	1.1
C=CCN1C(=O)c2ccc(C(=O)NCC(=O)Nc3c(C)cc(C)cc3C)cc2C1=O	3	1.5	0.3	-1	-16	9	9	11	2.4	-3	2.3
CSc1ncnc2c1ccn2CC(=O)Nc1ccc(C)c(C)c1	-12	1.8	2.1	-11	-4	17	x	17	0.4	0	-0.7
COCCCNC(=O)c1c[nH]c2ccc(S(=O)(=O)N3CCC4(CC3)OCCO4)cc2c1=O	-13	2.7	-1.9	9	-10	-5	-2	-6	-0.3	9	1.2
O=C(NNC(=O)C1CCN(Cc2ccc(F)cc2Cl)CC1)Nc1ccc([N+](=O)[O-])cc1	6	4.8	0.6	-3	4	-2	13	-10	1.2	1	0.1
O=C(NCC1CCCCC1)C1CCN(C(=O)NC2CCCCC2)CC1	-1	4.5	0.4	-2	-5	-11	4	-17	5.3	11	-0.3
CCSC1=N/C(=C\c2ccc(C)s2)C(=O)S1	7	6.2	-1.7	9	-6	-14	29	-2	1.1	-7	0.0
N=c1n(CCN2CCCCC2)c2ccccc2n1CC(O)c1ccco1 (centres undefined)	3	-1.2	x	x	7	x	7	202	3.6	12	1.3
N#CCC(=O)Nc1ccc(C(=O)OCC(=O)Nc2cccc(C(F)(F)F)c2)cc1	1	2.4	-0.9	5	0	-1	-15	14	1.2	-4	0.2
CC1Cc2ccccc2N1C(=O)CSc1nnc(C2CC2)n1C (centres undefined)	-3	2.2	-1.4	7	-5	2	-15	-8	2.1	-13	1.2
O=C(Nc1ccccc1Cc1ccccc1)c1ccncc1	1	2.6	-3.7	19	-8	-1	-1	17	-1.4	-4	0.9
Cc1ccc(S(=O)(=O)N2CCN(c3ccc([N+](=O)[O-])c(Sc4nncn4C)c3)CC2)cc1	-8	2.4	-1.5	9	-10	-2	12	7	2.4	-11	0.9
COc1ccc(OC)c(S(=O)(=O)NC(C)(C)C)c1	-7	-0.5	2.3	-15	0	-9	5	65	3.0	2	1.9
Cn1cnnc1SCc1ccc(C(=O)n2ncc(C#N)c2N)cc1	-5	4.0	-2.4	15	-10	10	10	0	3.5	5	-0.3
CC1CCC(NC(=O)C2CCN(S(=O)(=O)c3ccc4nc5c(c(C(=O)O)c4c3)CC(C)CC5)CC2)CC1 (centres undefined)	1	4.2	1.3	-7	1	1	9	20	4.6	2	0.2
O=C(c1ccc(N2CCCC2=O)cc1)N1CCN(c2ccccc2Cl)CC1	3	3.2	-2.8	15	-7	-2	-42	-4	2.0	-23	1.9
O=C(Nc1nccs1)c1ccc2ccccc2n1	-9	-0.3	-1.6	8	-4	2	7	44	-3.2	-12	-3.5
CCCCN(C)C(=O)c1cc2cc3ccc(OC)cc3nc2o1	18	2.2	-1.7	8	4	-26	0	245	-0.3	3	-0.1
O=C(CN1C(=O)S/C(=C/C=C/c2ccccc2)C1=O)Nc1ccc(C(=O)O)cc1	-1	1.7	-3.3	16	-6	12	19	-18	1.8	-2	-3.0
CC1Oc2ccccc2N(CC(=O)N2CCc3ccccc32)C1=O (centres undefined)	-5	2.5	0.8	-4	-3	-20	x	-8	0.5	-8	2.0
Cc1ccccc1-c1cccc([C@@H]2C[C@H]3[C@H](CON3C)CN2S(=O)(=O)c2ccccc2C)c1	11	0.8	-1.3	6	-6	-7	-11	x	x	-4	x

The order is random. About 2.2% of those tested had a hit in this group.
